Screening results from PubChem BioAssay.
S aureus QS inh: S. aureus quorum sensing inhibition; S. aureus RN6390 RNAIII-GFP reporter, AIP-induced, flow cytometry 3 h; inhibition, % at 2 µM; actives 0.3% (n = 24,000); AID 527;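 active = share of bacteria positive for the green fluorescent reporter and its mean brightness both inhibited by 50% or more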;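 note: 0% = AIP-stimulated control and 100% = unstimulated bacteria without AIP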
S aureus QS inh GFP MFI %: recorded beside S aureus QS inh, whose call it bears; inhibition, %; measured here: inhibition of GFP MFI
* marks the source's active call; other numbers are inactive results. Not all compounds are listed, so the mix of outcomes need not match the whole.

SMILES	S aureus QS inh	S aureus QS inh GFP MFI %
COC(=O)c1onc(C(=O)c2ccccc2)c1C(=O)OC	-4	-30
CC12CCC(C(=O)N3CCN(C(=O)C45CCC(C)(C(=O)O4)C5(C)C)CC3)(OC1=O)C2(C)C	0	-5
c1ccc(-c2nc(N3CCN(c4ccccc4)CC3)nc(-n3ccnc3)n2)cc1	16	24
O=c1[nH]c(=O)n([C@H]2C[C@H](O)[C@@H](CO)O2)cc1F	1	20
CC(C)n1ncc(C(N)=O)c1N	0	44
CC1CCN(c2nc(-c3ccco3)c3c(c2C#N)CC(C)(C)OC3)CC1	-3	-6
Cn1cccc1C1(C(F)(F)F)NCCNC1=O (stereo unspecified)	1	4
O=C1Nc2ccccc2OC1CC(=O)N1CCN(c2cccc(C(F)(F)F)c2)CC1 (stereo unspecified)	1	16
CCOc1ccccc1CNS(=O)(=O)c1ccc2[nH]c(=O)sc2c1	-3	-11
O=C(C1CC1)N1CCN=C1SCc1ccccc1	-3	-3
CC1CCc2c(sc(NC(=O)c3noc4c3CCCC4)c2C(N)=O)C1 (stereo unspecified)	-2	8
CCOC(=O)N1CCC(NC(=O)Cn2ncc3ccccc32)CC1	3	7
Cc1ccc2c(c1)nnn2C1CCN(C(=O)NC23CC4CC(CC(C4)C2)C3)CC1	0	-11
COC(=O)CSc1nnc(CNC(=O)Cc2ccccc2)n1C	0	10
O=C(O)CCCC(=O)N1CCc2cc(S(=O)(=O)N3CCc4ccccc43)ccc21	4	9
Cc1nc2c(C(=O)O)cnn2c(C)c1Cc1ccccc1F	0	8
CCOC(=O)N1CCN(C(=O)C2CC(=O)N(Cc3ccc(OC)cc3)C2)CC1 (stereo unspecified)	-2	10
COc1ccc(CN2C(=O)c3cccnc3C2Nc2cc(Cl)ccc2OC)cc1 (stereo unspecified)	-1	-35
CCn1cc(C(=O)N2CCc3ccccc32)c(=O)c2cc(S(=O)(=O)N3CCOCC3)ccc21	-2	0
Cc1ccccc1-c1ccc(C=Nc2c(C)n(C)n(-c3ccccc3)c2=O)o1	-2	10
O=C(OCc1cc2ccccc2[nH]c1=O)c1ccco1	0	-4
COCCNC(=O)CN(C)S(=O)(=O)c1ccc2c(c1)OCCO2	-1	0
O=C(CSc1ncnc2sc3c(c12)CCCCC3)NCc1ccco1	-1	-7
O=C(CSc1ncnc2c1cnn2-c1ccccc1)Nc1ccccc1	0	8
COC(=O)c1ccc(NC(=O)CN2CCCC2)cc1	0	-3
O=C(CN1C(=O)CSc2ccccc21)NCCC1=CCCCC1	-3	-20
O=C(CCSc1ccccc1)N1CCOCC1	0	5
CN1CCN(C2=Nc3ccccc3Oc3ccc(Cl)cc32)CC1	1	-15
N#CCc1ccc(NC(=O)Nc2cccc(Cl)c2)cc1	0	28
CC(=O)Nc1ccc(Cl)c(C(N)=O)c1	0	-16
Cc1noc(C)c1S(=O)(=O)N(CC(=O)N1CCc2ccccc21)c1ccc(C(C)C)cc1	2	9
CCOC(=O)c1ccc(CNC(=O)c2cc3cccc(OC)c3oc2=O)o1	0	27
CCC(CC)C(=O)N(c1ccc(F)cc1)C1C=CS(=O)(=O)C1 (stereo unspecified)	0	-12
O=C(NC1CCCCCC1)C1CCN(S(=O)(=O)c2cccc3cccnc23)CC1	-1	14
O=C(Nc1ccc(-c2noc(-c3cccs3)n2)cc1)c1cccnc1	0	17
Cn1c(Cn2c(=O)sc3ccccc32)nnc1SCc1ccccn1	3	9
Cc1cc(N2CCN(C3CCCCC3)CC2)nc2cccc(O)c12	9	31
Cc1ccc(C)c(N2CCN(C(=O)CCCn3c(=S)[nH]c4cc5c(cc4c3=O)OCO5)CC2)c1	-5	-30
COCCNC(=O)C1CCCN(c2nn3c(=O)cc(C)nc3s2)C1 (stereo unspecified)	5	24
Cc1cccc(N2CCN(C(=O)c3cc4c(=O)n(C)c5ccccc5c4n3C)CC2)c1C	-3	-20
CCCCNC(=O)CC1N=C2c3ccccc3N=C(SCC(=O)Nc3ccccc3OC)N2C1=O (stereo unspecified)	-2	-4
COC(=O)c1ccc(C)c(NS(=O)(=O)c2ccc3c(c2)OCCO3)c1	0	2
O=C(CSc1nc(O)cc(=O)n1-c1ccccc1)N1CCCCC1	0	-42
Cc1cc2c(c(=O)n1C)C(Cc1ccccc1)C(C#N)=C(N)O2 (stereo unspecified)	14	60
CCSc1nnc(-c2ccccc2NC(C)=O)c(=O)[nH]1	2	7
O=C(NCCCN1CCOCC1)c1cc(-c2ccc3c(c2)OCO3)nc2ccccc12	-4	-32
O=C(NCC(=O)N(c1ccc2c(c1)OCCO2)C(C(=O)NC1CCCC1)c1ccco1)c1ccco1 (stereo unspecified)	3	9
O=C(CCCn1c(SCC(=O)NC2CCCCC2)nc2ccccc2c1=O)NCC1CCCO1 (stereo unspecified)	-1	-3
COC(=O)c1c(C)oc2ccc(NS(=O)(=O)c3cccs3)cc12	-1	14
CCC(Sc1nc2ccccc2c(=O)n1CC1CCCO1)C(=O)NCc1cccnc1 (stereo unspecified)	-4	-3
Cc1ccccc1-n1c(=O)cc(N2CC(C)OC(C)C2)[nH]c1=O (stereo unspecified)	3	2
COc1ccc(C)cc1NC(=O)CN1CCN(S(=O)(=O)c2ccc(F)cc2)CC1	13	20
COc1ccc(C(c2sc3nc(C)nn3c2O)N2CCCCC2)cc1 (stereo unspecified)	-1	-7
COc1cccc(C2CC(c3ccccc3OC)n3ncnc3N2)c1 (stereo unspecified)	-1	0
CCOC(=O)N1CCC(NC(=O)CCc2cn(C)c3ccccc23)CC1	-3	-4
Cc1cccc(N2CCN(C(=O)C3CCN(S(=O)(=O)c4cccc5nsnc45)CC3)CC2C)c1 (stereo unspecified)	5	12
CC(=O)Nc1cccc(Cl)c1C(=O)O	-4	-17
COc1ccc(-c2nnc(SCC(=O)N3CCN(c4ccccc4)CC3)o2)cc1OC	0	-2
O=C(Nc1cnc2ccccc2c1)c1cccnc1	4	16
O=S(=O)(Nc1cccc2ncccc12)c1cccs1	-4	-18

More compounds follow.
SMILES	S aureus QS inh	S aureus QS inh GFP MFI %
O=c1c2cnn(-c3ccccc3)c2ncn1/N=C/c1ccncc1	0	6
Cc1ccc(C)c(N2CCN(C(=O)c3ccc(Cn4c(=O)[nH]c5ccccc5c4=O)cc3)CC2)c1	36	46
COC(=O)c1ccccc1S(=O)(=O)NC(=O)c1ccccc1	-3	-6
CCOc1ccc(N(CC(=O)N2CCc3ccccc32)S(=O)(=O)c2c(C)noc2C)cc1	-6	-12
CC1CCN(C(=O)CSc2ccc3nnc(-c4ccc(F)cc4)n3n2)CC1	2	8
C(#Cc1ccccc1)Cn1nnc2ccccc21	0	10
CCCCN(C)Cc1c(C)[nH]c2ccc(Cl)cc2c1=O	0	2
Cn1c(Cn2c(=O)sc3ccccc32)nnc1SCC(=O)NCCc1ccccc1	2	-7
Cc1cc(NC(=O)c2cc(-c3cccs3)on2)nn1Cc1ccc(Cl)cc1	-1	-40
O=C(NCc1ccc2c(c1)OCO2)c1c[nH]c2ccc(S(=O)(=O)N3CCOCC3)cc2c1=O	-4	-9
Cc1ccc(NCc2nnc(SCC(=O)N3CCCCC3)n2CC2CCCO2)c(C)c1 (stereo unspecified)	-1	-18
Cc1nc2c(C(=O)NCc3ccc4c(c3)OCO4)c[nH]n2c(=O)c1Cl	-1	-7
CCc1nc(N)c(C#N)c(-c2ccncc2)c1C	0	-10
CCOC(=O)C(C#N)C(c1cccnc1)c1c(C)[nH][nH]c1=O (stereo unspecified)	14	16
CCOC(=O)N1CCN(c2c(-c3ccc(C)c(C)c3)c(=O)c2=O)CC1	5	62
CCOC(=O)N1CCC(NC(=O)C(C)n2c3ccccc3c3cnn(C)c(=O)c32)CC1 (stereo unspecified)	5	11
Cc1nn(Cc2nc(-c3cccs3)no2)c(C)c1Br	1	10
CC(NC(=O)Nc1nnc(C(F)(F)F)s1)N1C(=O)C2C3C=CC(C3)C2C1=O (stereo unspecified)	-3	-6
COc1ccc(-c2noc(CN3CCN(c4ccccc4)CC3)n2)cc1	6	25
Cc1ccc2c(c1)CCCN2C(=O)c1ccc2c(c1)OCO2	0	3
Cn1nnnc1SCC(=O)N1CCN(c2cccc(Cl)c2)CC1	3	17
C=C(C)Cn1c(CCNC(=O)CCC)nc2ccccc21	0	-18
COc1ccc(CN2CCN(C(=O)CN3C(=O)C4C5C=CC(C5)C4C3=O)CC2)c(OC)c1OC (stereo unspecified)	-3	-18
COc1ccc(C(=O)Nc2ccc(Cl)cn2)cc1Cl	-2	-16

Another view of part of the listing above:
S aureus QS inh,S aureus QS inh GFP MFI %,Structure
0,2,CCCCN(C)Cc1c(C)[nH]c2ccc(Cl)cc2c1=O
2,-7,Cn1c(Cn2c(=O)sc3ccccc32)nnc1SCC(=O)NCCc1ccccc1
-1,-40,Cc1cc(NC(=O)c2cc(-c3cccs3)on2)nn1Cc1ccc(Cl)cc1
-4,-9,O=C(NCc1ccc2c(c1)OCO2)c1c[nH]c2ccc(S(=O)(=O)N3CCOCC3)cc2c1=O
-1,-18,Cc1ccc(NCc2nnc(SCC(=O)N3CCCCC3)n2CC2CCCO2)c(C)c1 (stereo unspecified)
-1,-7,Cc1nc2c(C(=O)NCc3ccc4c(c3)OCO4)c[nH]n2c(=O)c1Cl
0,-10,CCc1nc(N)c(C#N)c(-c2ccncc2)c1C
14,16,CCOC(=O)C(C#N)C(c1cccnc1)c1c(C)[nH][nH]c1=O (stereo unspecified)
5,62,CCOC(=O)N1CCN(c2c(-c3ccc(C)c(C)c3)c(=O)c2=O)CC1
5,11,CCOC(=O)N1CCC(NC(=O)C(C)n2c3ccccc3c3cnn(C)c(=O)c32)CC1 (stereo unspecified)
1,10,Cc1nn(Cc2nc(-c3cccs3)no2)c(C)c1Br
-3,-6,CC(NC(=O)Nc1nnc(C(F)(F)F)s1)N1C(=O)C2C3C=CC(C3)C2C1=O (stereo unspecified)
6,25,COc1ccc(-c2noc(CN3CCN(c4ccccc4)CC3)n2)cc1
0,3,Cc1ccc2c(c1)CCCN2C(=O)c1ccc2c(c1)OCO2
3,17,Cn1nnnc1SCC(=O)N1CCN(c2cccc(Cl)c2)CC1

New compounds follow.
SMILES	S aureus QS inh	S aureus QS inh GFP MFI %
COc1cc(NC(=O)CN2CC(c3ccccc3)CC2=O)cc(OC)c1 (stereo unspecified)	0	17
O=C(c1cnn(-c2ccccc2)c1-n1cccc1)N1CCN(C2CCCCC2)CC1	4	14
N#Cc1c(/N=C/c2cccs2)sc2c1CCCCC2	0	34
Cc1nc2nc(SCC(=O)NCc3ccco3)nn2c(C)c1Cc1c(F)cccc1Cl	0	-10
CC(C)NC(=O)c1cc2c(-c3ccc(Cl)cc3)nn(C)c2s1	0	5
CCOC(=O)N1CCN(C(=O)c2oc3ccc(S(=O)(=O)N4CCOCC4)cc3c2C)CC1	-1	12
COc1ccc(CC(NC(=O)c2ccccc2)C(=O)NCC(=O)O)cc1 (stereo unspecified)	1	3
Nn1cc(-c2ccccc2)nc1SCC(=O)Nc1ccc2c(c1)OCO2	0	-8
COc1ccc2c(c1)[nH]c1c(=O)n(CCN(C)C)cnc12	0	7
Cc1cc(C)c(NC(=O)CSc2nnc(-c3ccncc3)n2Cc2ccco2)c(C)c1	18	56
CCC(C)NC(=O)C1CCCN(S(=O)(=O)c2ccc(-n3cnnn3)cc2)C1 (stereo unspecified)	0	-1
CC(C)(C)C(=O)OCC1OC(n2cnc(C(N)=O)n2)C(O)C1O (stereo unspecified)	0	17
Nc1nc(Nc2cccc3ccccc23)nc(C2CCCC2=O)n1 (stereo unspecified)	8	14
O=C(COC(=O)c1ccc(S(=O)(=O)Nc2ccccc2)cc1)NCCN1C(=O)CSC1=O	-1	-1
COc1ccc(-n2ncc3c(NCc4cccs4)ncnc32)cc1	0	-7
CCc1cc2c(=O)c(-c3cnn(-c4ccccc4)c3)coc2c(CN2CCOCC2)c1O	0	-4
COc1ccc(C2/C(=C(/O)c3ccccc3)C(=O)C(=O)N2c2ncccn2)cc1OC (stereo unspecified)	-9	-38
CCCCN(Cc1ccccc1)C(=O)c1cnc2n(c1=O)CCS2	-2	3
CC(C)CCn1c(N)c(S(=O)(=O)c2cccs2)c2nc3ccccc3nc21	10	15
O=C(CSc1nc2ccccc2[nH]1)NCCN1CCCCC1	-2	-10
CCCN(S(=O)(=O)c1ccc(OCC)cc1)S(=O)(=O)c1cccs1	1	6
Cc1ccccc1CS(=O)(=O)CCC(=O)N1CCN(c2ccc(N3CCOCC3)nn2)CC1	-7	-25
CC(=O)N1CCN(C(=O)COc2ccc(Br)cc2)CC1	-1	-15
CCCC1O[C@@H]2C[C@H]3[C@@H]4CCC5=CC(=O)C=C[C@]5(C)[C@H]4[C@@H](O)C[C@]3(C)[C@]2(C(=O)CO)O1 (stereo partly specified)	1	13
COc1ccc(CN2C(=O)c3ccccc3C2C(=O)NCc2cccnc2)c(OC)c1 (stereo unspecified)	6	10
CCN(CC)c1ccc(C(=O)n2cnc3ccccc32)cc1	0	-16
CCN(C(=O)CCN1C(=O)c2ccccc2C1=O)C1CCCCC1	-2	8
Cn1cccc1Cc1nnc(SCC(=O)Nc2ccccc2F)n1CCc1ccccc1	-2	1
CCC1CCCCN1C(=O)Cn1c(C(=O)OC)cc2ccsc21 (stereo unspecified)	5	25
C=CCNc1nnc(SC2CC(=O)N(c3ccc(OC)cc3)C2=O)s1 (stereo unspecified)	8	20
CCOC1(NC(=O)c2ccccc2)C(C)=CC(=O)C=C1C	-1	-6
CCN(CC)C1CC(=O)N(c2cccc(C)c2)C1=O (stereo unspecified)	-1	1
COc1cccc(NC(=O)CSc2nnc(-c3cc(-c4ccccn4)nc4ccccc34)o2)c1	-1	-9
CCOC(=O)CSc1nc(N)cc(=O)[nH]1	-3	-7
CCN(CC)C(c1ccc(C)cc1)c1nnnn1C1CCCCC1 (stereo unspecified)	6	16
Cc1ccc(C2C(=O)N(C3CCCC3)CC(=O)N2CC2COc3ccccc3O2)cc1 (stereo unspecified)	4	24
CC(C)(C)c1cc(NS(=O)(=O)c2ccc3c(c2)OCCO3)on1	-3	-8
